Screening data (PubChem)
Rad51 HR inh: Rad51 (human) homologous recombination inhibition | inhibition, % at 10 µM | actives 0.085% (n = 200,000) | Q06609 | hRad51 DNA strand exchange, fluorescence dequenching;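 active means inhibition above 40% at the single screening dose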;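 further: 0% = DMSO control wells and 100% = blanks with heterologous ssDNA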
Target sequence (Q06609 whole entry, looked up): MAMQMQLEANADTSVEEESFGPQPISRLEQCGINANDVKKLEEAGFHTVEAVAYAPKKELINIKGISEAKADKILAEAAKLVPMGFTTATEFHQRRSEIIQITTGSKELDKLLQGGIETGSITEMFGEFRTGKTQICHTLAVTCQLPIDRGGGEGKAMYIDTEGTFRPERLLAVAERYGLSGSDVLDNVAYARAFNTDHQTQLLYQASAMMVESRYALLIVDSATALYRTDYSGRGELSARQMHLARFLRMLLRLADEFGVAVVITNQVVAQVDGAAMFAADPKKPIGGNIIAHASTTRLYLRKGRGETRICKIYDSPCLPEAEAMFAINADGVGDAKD
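Assay system: Human Rad51 nucleoprotein filaments preassembled on unlabelled ssDNA | Reagent: Donor/quencher-labelled 47-bp dsDNA substrate | Doses: One concentration, 10 µM final | Times: 37 °C 15-min filament assembly, 30-min compound preincubation, 15-min exchange | Technique: Fluorescein emission 520 nm, excitation 485 nm | Benchmarks: Plate control and blank wells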
thrombin 1536: blocks human thrombin protease activity | P00734 | alpha-thrombin, Boc-VPR-AMC fluorogenic substrate cleavage | AID 1046 | actives 0.26% (n = 220,000) | inhibition, % at 5 µM;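 active means inhibition at or above 40%; inactive means inhibition below 40%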;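 further: 0% = enzyme with no compound and 100% = wells without enzyme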
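System – human alpha-thrombin · Medium – pH 7.5 Tris (50 mM) with NaCl 150 mM, Tween 20 0.05% · Compound – single-point dosing at 5 µM, 0.2% DMSO · Incubation – enzyme reaction carried out at room temperature · Technique – fluorescence of released AMC, ex 355 nm, em 460 nm · Read-out basis – % inhibition of thrombin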
EBV gp42 inh: EBV gp42 inhibition; Q1HVG2; Fluorescence polarization binding assay, mP read-out; inhibition, % (tested at 21.74 µM); actives 0.42% (n = 220,000); AID 1085; in the data active means inhibition above about 50%
KLK5 inh: blocks human kallikrein 5 protease activity | inhibition, % at 5 µM | actives 0.59% (n = 210,000) | recombinant hK5, fluorogenic AMC substrate cleavage | AID 873;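 active means inhibition of 40% or more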;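 further: 0% = enzyme controls without compound and 100% = no-enzyme blanks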
Target sequence (Q9Y337 67-293 limits assumed): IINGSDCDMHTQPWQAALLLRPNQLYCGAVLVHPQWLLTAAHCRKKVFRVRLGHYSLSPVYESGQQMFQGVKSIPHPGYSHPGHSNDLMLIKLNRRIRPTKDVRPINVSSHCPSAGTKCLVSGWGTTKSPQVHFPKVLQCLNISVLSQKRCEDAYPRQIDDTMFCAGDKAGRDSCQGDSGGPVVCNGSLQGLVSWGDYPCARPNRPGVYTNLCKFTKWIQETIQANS
Cl transport mod: KCC2 (human) Cl- transport modulation | Q9H2X9 | KCC2 cells, thallium flux FluoZin-2 fluorescence | B-score of Tl+ flux slope (higher = more flux/activation; lower = inhibition) at 10 µM | actives 2.2% (n = 190,000) | AID 1456;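 active means thallium flux slope and its plate-corrected score both differing from the plate sample mean at a set confidence after two filtering rounds, in either direction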;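 further: slope of fluorescence scaled to starting intensity during 10 to 20 s after thallium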
14-3-3 Bad inh: disrupts binding of bovine 14-3-3 zeta to phospho-Bad peptide; TR-FRET 14-3-3zeta/Dy647-pBad peptide displacement, 1 h; P63103; actives 0.71% (n = 220,000); inhibition, % at 21.7 µM;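 active means inhibition above about 70%, limit read from the data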;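 further: 0% = full 14-3-3 plus peptide FRET controls and 100% = background without 14-3-3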
Target sequence (P63103 whole entry, looked up): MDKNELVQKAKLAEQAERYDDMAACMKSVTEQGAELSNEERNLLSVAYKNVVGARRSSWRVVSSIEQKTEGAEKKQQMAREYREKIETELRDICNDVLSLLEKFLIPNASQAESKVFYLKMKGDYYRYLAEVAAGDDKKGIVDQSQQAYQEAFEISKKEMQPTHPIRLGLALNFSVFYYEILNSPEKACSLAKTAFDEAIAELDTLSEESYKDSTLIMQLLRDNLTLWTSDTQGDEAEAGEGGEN
NCF1 inh: p47phox (human) inhibition; p47phox/p22phox peptide binding, fluorescence polarization, 2 h; actives 0.53% (n = 220,000); inhibition, % at 24.7 µM; AID 1274; P14598;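 further: 0% = p47phox with labelled peptide and 100% = labelled peptide alone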
Furin inhibitor: blocks human furin protease activity. purified furin, fluorogenic substrate cleavage. inhibition, % at 30 µM. actives 0.061% (n = 220,000); in the data active means inhibition above about 25%; further: inactives centre near -15
eIF4E-4G inh: eIF4E/eIF4G interaction inhibition in translation initiation. TR-FRET eIF4E-eIF4GI(517-606) binding, 2 h. inhibition, % at 21.7 µM. actives 0.37% (n = 220,000);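 further: 0% = full FRET control wells and 100% = background wells lacking eIF4GI fragment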
Active calls of the source: *; nt = not tested or not shown; [ ] = dose if it differs, or a comment.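 How the source made its calls, unless noted: active means inhibition above about 30% (limit read from the data); inactive means the rest.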

Rad51 HR inh	thrombin 1536	EBV gp42 inh	KLK5 inh	Cl transport mod	14-3-3 Bad inh	NCF1 inh	Furin inhibitor	eIF4E-4G inh	SMILES
1	3	-11	-21	0.069	-1	-4	-28	2	Cc1cccc(NC(=O)c2cc([N+](=O)[O-])ccc2N2CCCCC2)n1
9	6	4	-7	0.036	0	-4	-8	1	O=S(=O)(NCc1ccc2c(c1)OCO2)c1cnc[nH]1
1	-11	-11	-26	-0.75	18[fluorescence artefact?]	-6	-12[20 µM]	7	CCC(=O)NS(=O)(=O)c1cccnc1Nc1ccc(Cl)cc1
-12	-2	-13	-6	-3.5*	8	3	-39	-6	COc1ccc(-c2nc(Cn3c(SCc4ccc(F)cc4)nc4ccncc43)c(C)o2)cc1OC
nt	-14	3	-12	0.045	2	-19	-24	-12	CCOC(=O)N1CC=C2C(C#N)=C(N)C(C#N)(C#N)[C@H](c3ccc(OC(C)C)c(OCC)c3)[C@H]2C1
-3	1	-5	1	0.018	-2	5	-19	2	COc1cccc(OC)c1C(=O)N=c1sc2cc(S(C)(=O)=O)ccc2n1C
-4	2	7	-8	-0.091	2	-46	-10	1	COc1ccc(NC(=O)CSc2nc(N)c3cc4c(nc3n2)CCCC4)cc1
-1	-3	-11	-7	0.13	3[fluorescence artefact?]	-1	-13	1[fluorescence artefact?]	O=C(COc1ccccc1)N1CCN(S(=O)(=O)Cc2ccccc2)CC1
0	4	-20	-2	0.6	2[fluorescence artefact?]	4	-20	-1	O=C(O)COc1nsnc1N1CCOCC1
-5	4	-14	-33	-1	-8	-8	-6[20 µM]	2	CC1(c2ccncc2)Nc2ccccc2-c2nc3ccccc3n21 (stereo not drawn)
1	3	-12	6	-2	-18	1	-28[20 µM]	8	COc1ccc(C2=NOC(CN3C(=O)c4ccccc4S3(=O)=O)C2)cc1 (stereo not drawn)
0	3	-16	0	0.65	0	-5	-10	0	Cc1ccc(CN2C(=O)c3ccccc3C2C(=O)NCc2cccnc2)cc1 (stereo not drawn)
6	-5	-1	14	0.013	14	-2	-14[20 µM]	2	O=C1CC(C(=O)NC2CCCCC2)C(c2ccccc2)O1 (stereo not drawn)
-3	-1	-13	4	nt	7	-7	-16	3	CCOC(=O)C1CCN(C(=O)c2c(-c3c(F)cccc3Cl)noc2C)CC1
-3	-9	-24	16	0.38	-16	-10	-15	2	CC(C)CCNC(=O)COc1cccc2c1OC(C)(C)C2
nt	-13	8	-1	1	-3	-3	-4	2	COc1cc2c(cc1OC)C(Nn1cnnc1)=NC1(CCCC1)C2
-1	-5	7	-10	-0.59	-4	9	0[20 µM]	-13[fluorescence artefact?]	CCOc1ccc(Cl)cc1S(=O)(=O)n1cnc2cc(C)c(C)cc21
0	18	-17	5	1.8	-10	-5	-4	94*	COC(=O)Cn1c(O)c(N=NC(=O)OC)c2ccccc21
-4	-3	13	-4	-1.2	-1	-1	-1	3	O=C(CSc1nc2ccccc2c(=O)n1-c1ccccc1)N/N=C/C=C/c1ccccc1[N+](=O)[O-]
-6	-1	-9	2	0.24	-2	-17	-24	-3	O=S(=O)(CC(CN1CCCCC1)N1CCCCC1)c1ccc2ccccc2c1 (stereo not drawn)
0	-1	-10	0	nt	11	-12	-27	0	Cc1c(C(=O)O)nn(-c2ccccc2)c(=O)c1C#N
6	-5	2	-6	0.17	-2[fluorescence artefact?]	-8	-17	0	CSCC[C@H](NC(=O)OC(C)(C)C)c1nnc(SCC(=O)Nc2c(C)cccc2C)o1
15	0	5	-12	1.1	-5	0	-6	-2	CSc1nnc2ccc(-c3cccs3)nn12
-2	3	1	-12	1.4	0	-2	-20[20 µM]	2	CCN(CC)CCNc1nc(-c2ccccc2)c2c(c1C#N)CC(C)(C)OC2

The last 3 entries of the section before come first, to join the parts.
Rad51 HR inh	thrombin 1536	EBV gp42 inh	KLK5 inh	Cl transport mod	14-3-3 Bad inh	NCF1 inh	Furin inhibitor	eIF4E-4G inh	SMILES
6	-5	2	-6	0.17	-2[fluorescence artefact?]	-8	-17	0	CSCC[C@H](NC(=O)OC(C)(C)C)c1nnc(SCC(=O)Nc2c(C)cccc2C)o1
15	0	5	-12	1.1	-5	0	-6	-2	CSc1nnc2ccc(-c3cccs3)nn12
-2	3	1	-12	1.4	0	-2	-20[20 µM]	2	CCN(CC)CCNc1nc(-c2ccccc2)c2c(c1C#N)CC(C)(C)OC2
9	104*	-7	64*	nt	3[fluorescence artefact?]	-7	2	1	CN1C(=O)/C(=C2\SC(=S)N(C(CCC(=O)O)C(=O)O)C2=O)c2ccccc21 (stereo not drawn)
3	0	5	-4	-0.13	12	-96	-27	5	CC(C)(C)NC(=O)C1N(c2cccnc2)C(=O)C2C(C(=O)Nc3ccccc3F)C3(C)C=CC21O3 (stereo not drawn)
7	-6	8	5	-0.43	-4	10	-23	0	Cc1ccc(C(=O)N2CCCC(C(=O)c3cc(F)ccc3F)C2)s1 (stereo not drawn)
-9	-12	-3	-9	0.14	-11	-17	-11	3	O=C(OCc1nnc(-c2ccccc2)o1)c1cc2ccccc2cc1O
-3	-1	-27	-5	nt	12	-14	-16	0	O=C(CSc1nc2ccccc2c(=O)n1-c1ccccc1)N1CCN(CCO)CC1
2	nt	-2	-5	0.34	-1	-9	-7	-2	COc1ccc(Cn2nnnc2C(c2cc3cccc(C)c3[nH]c2=O)N2CCN(C)CC2)cc1 (stereo not drawn)
7	-6	-10	-21	-0.54	-10	-7	-21	-1	COc1ccc(S(=O)(=O)N(C)C)cc1NC(=O)Cc1cccs1
-5	-1	7	-34	nt	3[fluorescence artefact?]	-2	-10[20 µM]	-1[fluorescence artefact?]	COc1cc2c(cc1OC)C(c1ccc(-c3ccc(Cl)c(Cl)c3)o1)=NCC2
2	-6	-6	-6	0.73	5	-4	2[20 µM]	1	COC(=O)c1nn(C23CC4CC(CC(C4)C2)C3)c2c1C(=O)N(c1ccc(Br)cc1)C2=O
11	-4	-1	8	-0.21	0	-54	-8	4	O=S(=O)(Nc1cccc(-c2nc3cccnc3s2)c1)c1ccc2c(c1)CCCC2
4	0	15	6	-4.7*	2	5	-10	12	Cc1ccc(-n2[nH]c(C)c(/C=N/Nc3ccc([N+](=O)[O-])cc3[N+](=O)[O-])c2=O)cc1
9	-6	-3	8	-1.3	-13	0	-21	2	COCCN1Cc2cccc(C(=O)NCC3CCN(CC(C)C)C3)c2C1=O (stereo not drawn)
nt	26	16	12	nt	-15	12	-7	-14	N#Cc1c(SCc2ccccc2)nc(N2CCOCC2)c2c1CCCC2
-9	-6	-3	-10	-0.053	23	0	-11	3	COc1ccc(C2C(=O)c3ccccc3C2=O)cc1
nt	-2	-11	-7	0.6	12	-4	-16	2	NNC(=O)C12CC3CC(C1)CC(n1ncnn1)(C3)C2
2	3	-1	-11	nt	-5	-21	-10[20 µM]	4	CCOC(=O)c1nn(-c2ccccc2C)c2nc(CC(C)C)c(C#N)c(=O)n12
-6	3	-1	-4	0.76	18	-10	-8	6	COc1ccccc1N(O)C1CC(=O)N(c2ccc(F)cc2)C1=O (stereo not drawn)
-9	-1	-12	3	0.51	-3	-7	-33	-18	C=CCn1c(SCC(=C)C)nc2c1c(=O)[nH]c(=O)n2C
-2	-7	2	-4	-0.028	-8	16	-11	1	CCCCN(C(=O)/C=C/c1ccco1)c1c(N)n(CCC)c(=O)[nH]c1=O
8	nt	-7	-2	0.076	-4	7	-24	-6	Cc1cc(NCCc2ccccc2F)n2ncnc2n1
1	2	2	-19	-0.16	-12[fluorescence artefact?]	0	-5[20 µM]	10	C=CCN1/C(=C(\C#N)C2=NS(=O)(=O)c3ccccc32)N(C)c2ccccc21
-9	-7	4	0	2.7	0	1	-22	4	Cc1cc(NC(=O)c2ccc(-c3ccc(F)c(Cl)c3)o2)no1
-6	-4	-4	0	0.075	-16	-16	-16	-4	COc1cc(NS(=O)(=O)c2ccc(Nc3nc(-c4ccccn4)cs3)cc2)nc(OC)n1
5	4	-15	-11	-0.38	-15[fluorescence artefact?]	-6	-11[20 µM]	0	Oc1ccc(/C=N/NC(=S)NCC2CCCO2)cc1 (stereo not drawn)
nt	-4	-14	-10	-0.41	5	-14	-8	1[fluorescence artefact?]	OC12CCCCC1C(c1ccc3c(c1)OCO3)N(Cc1ccccc1F)CC2 (stereo not drawn)
nt	2	3	-4	-0.065	1[fluorescence artefact?]	0	-4	1	O=C(O)CN1CCN(Cc2ccc(Cl)cc2)C1=O
10	-7	-14	-28	0.02	0	3	-34	0	CC(C)Cn1c2nc3ccccc3nc2c2c(=O)n(CCN3CCOCC3)cnc21
-3	2	-5	2	0.17	9	-11	-12[20 µM]	-6	Cc1c(NS(=O)(=O)N2CCCCC2)c(=O)n(-c2ccccc2)n1C
-17	31	14	4	16*	-8	13	-9	0	O=C(NC(=S)Nc1ccccc1N1CCCC1)c1ccccc1[N+](=O)[O-]
-2	1	-13	-14	nt	10	-3	-6[20 µM]	1	CCCCC(=O)Nc1ccc(C(=O)NN2C(=O)c3ccccc3C2=O)cc1
-9	-2	-14	-11	-0.55	-4	-16	-23	0	CC(C)N1CN(c2ccccc2)C(=S)N(c2ccccc2)C1
-5	3	-9	-10	-0.76	4	-8	-16[20 µM]	0	Cc1ccc(-c2n[nH]c3c2CCC3)cc1
-5	-7	-2	-2	0.43	-7	-5	-17	-5	CCCNC(=O)C1=C(C)C(=O)OC12CCC(C)CC2 (stereo not drawn)
5	5	-20	-6	0.57	4	15	-10	7	NC(=O)CSc1ncc(-c2ccccc2)[nH]1
9	-12	-8	-9	0.022	-9	-3	-21	0	CCCCN(CCCC)S(=O)(=O)c1c(C)[nH]c(=O)[nH]c1=O

Some of these compounds in order of the Rad51 HR inh value, rising.
Rad51 HR inh	thrombin 1536	EBV gp42 inh	KLK5 inh	Cl transport mod	14-3-3 Bad inh	NCF1 inh	Furin inhibitor	eIF4E-4G inh	SMILES
-17	31	14	4	16*	-8	13	-9	0	O=C(NC(=S)Nc1ccccc1N1CCCC1)c1ccccc1[N+](=O)[O-]
9	-12	-8	-9	0.022	-9	-3	-21	0	CCCCN(CCCC)S(=O)(=O)c1c(C)[nH]c(=O)[nH]c1=O
10	-7	-14	-28	0.02	0	3	-34	0	CC(C)Cn1c2nc3ccccc3nc2c2c(=O)n(CCN3CCOCC3)cnc21
